High-throughput results as filed in PubChem BioAssay.
HttQ103 aggreg = mutant huntingtin aggregation inhibition; PC12 HttQ103-GFP aggregates, Acumen cytometry, 40 h; Potency, µM (top dose mostly 46.1 µM), inactives show at the highest dose activity change, negative = inhibition, actives largely listed as inhibitors; 220,000 tested, 1.1% active; further: potency means the concentration at half of the fitted maximal effect; on the % scale 0 is the no-effect control and ±100 the full control effect; nearly all actives have a fitted effect of over 60% in size
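Read-out: GFP aggregate count by laser scanning cytometer (488 nm excitation, 500-530 nm emission, 1–25 µm objects >6 SD above background). Cells: PC12, inducible HTTex1-Q103-GFP, 100 nM tebufenozide; compounds titrated.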
L3MBTL1 inh = L3MBTL1 (human) inhibition; Q9Y468; AlphaScreen L3MBTL1–H3K9me1 peptide binding; Potency, µM (titrated, usually from 57.1 µM), for the others: at the highest dose activity, negative = inhibition, actives largely listed as inhibitors; 230,000 tested, 0.66% active; AID 485360; further: potency means the concentration at half of the fitted maximal effect; on the % scale 0 is the no-effect control and ±100 the full control effect; nearly all actives have a fitted effect of over 60% in size
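L3MBTL1 50 nM + b-AHA-H3(1-15)K9me1 75 nM, 30 min RT; compound added, 30 min RT; streptavidin donor/Ni-chelate acceptor beads 10 ug/mL each final, 30 min RT dark; AlphaScreen read.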
IMPase Li inh = IMPase inhibition in cells with lithium potentiation | 210,000 tested, 0.35% active | AID 1457 | CHO-M1 cells, IP1 TR-FRET (IP-One), carbachol + lithium | Potency, µM (doses to about 59.4 µM), without a hit: at the highest dose activity, negative = IMPase inhibition, usual class: inhibitors;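 further: IP1 builds up when IMPase is blocked and the TR-FRET signal falls; potency means the concentration at half of the fitted maximal effect; plate controls were basal vehicle for no effect and high inhibitor control for full effect; nearly all actives have a fitted effect of over 50% in size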
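Test compounds were applied to CHO-M1 cells previously cultured for 16–30 h at 2000 per well. A small lithium amount accompanied them; after 30 min at 37C, IP1 was quantified by TR-FRET.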
KinaseGlo FLuc = Kinase-Glo luciferase inhibition (counter-screen) | Q27757 | Kinase-Glo luciferase, ATP luminescence, 8 min | Potency, µM (titrated, usually from 38.3 µM), without a hit: at the highest dose activity change, negative = inhibition, most hits filed as inhibitors | 200,000 tested, 0.28% active | AID 1379; further: potency means the concentration at half of the fitted maximal effect; on the % scale 0 is the no-effect control and ±100 the full control effect; nearly all actives have a fitted effect of over 60% in size
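Substrate mix (final 50 mM imidazole pH 7.2, 50 mM KCl, 7 mM MgCl2, 10 uM ATP, 0.01% Tween 20, 0.05% BSA) plus pin-tool compound, then Kinase-Glo detection mix; 8 min ambient, luminescence read.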
Epigenetic derep = derepresses silenced GFP reporter in murine cells; murine LDR cells, GFP reporter derepression, 30 h; Potency, µM (series often up to 53.9 µM), for the others: at the top dose GFP activation, actives largely listed as activators; 280,000 tested, 0.2% active; AID 1865; further: potency means the concentration at half of the fitted maximal effect; % of control where 0% means no effect; nearly all actives have a fitted effect of over 60% in size
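GFP-positive cell count by laser-scanning cytometry (objects 20–120 um) after 30 h, 37 C compound exposure of murine LDR cells; reporter is CMV-GFP integrated at a silenced locus, inducible by HDAC or DNMT inhibitors.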
CBFb-RUNX1 inh = CBF-beta/RUNX1 interaction disruption | AID 1477 | 230,000 tested, under 10 active | Potency, µM (doses to about 59.8 µM), for the others: top-dose activity, negative = inhibition, usual class: inhibitors | AlphaScreen CBFb-His/RUNX1-biotin binding, biochemical; further: % of control where 0% means no effect
Target sequence (Q01196 whole entry, looked up): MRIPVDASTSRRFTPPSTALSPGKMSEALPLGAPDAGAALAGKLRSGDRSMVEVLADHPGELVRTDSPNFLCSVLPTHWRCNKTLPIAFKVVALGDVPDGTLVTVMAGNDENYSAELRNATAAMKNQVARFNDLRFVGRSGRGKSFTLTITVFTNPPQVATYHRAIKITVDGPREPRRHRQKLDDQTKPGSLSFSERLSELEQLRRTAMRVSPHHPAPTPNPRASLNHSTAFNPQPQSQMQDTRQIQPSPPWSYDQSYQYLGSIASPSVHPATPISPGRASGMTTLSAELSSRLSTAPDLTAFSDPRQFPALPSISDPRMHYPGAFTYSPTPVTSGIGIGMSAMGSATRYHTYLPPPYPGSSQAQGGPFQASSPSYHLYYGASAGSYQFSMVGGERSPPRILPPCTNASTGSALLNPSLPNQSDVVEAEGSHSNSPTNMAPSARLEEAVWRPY
Target sequence (Q13951 whole entry, looked up): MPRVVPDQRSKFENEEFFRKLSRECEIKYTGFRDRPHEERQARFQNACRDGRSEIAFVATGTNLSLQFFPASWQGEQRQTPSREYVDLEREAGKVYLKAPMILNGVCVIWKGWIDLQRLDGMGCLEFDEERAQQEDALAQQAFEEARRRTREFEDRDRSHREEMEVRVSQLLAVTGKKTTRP
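Interaction loss through any mechanism counts as activity. Pre-formed complex of His-CBF-beta and biotin-RUNX1 (30 nM apiece) is incubated with compound 15 min, then with 50 ng nickel and 50 ng streptavidin beads for 90 min before AlphaScreen detection.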
NPSR antag = neuropeptide S receptor (human) antagonism, cAMP; Potency, µM (titrated, usually from 38.3 µM), without a hit: top-dose activity change, negative = inhibition, hits mostly inhibitors; CHO-NPSR cells, cAMP TR-FRET, antagonist mode; AID 1461; Q6W5P4; 220,000 tested, 1% active; further: potency means the concentration at half of the fitted maximal effect; on the % scale 0 is the no-effect control and ±100 the full control effect; nearly all actives have a fitted effect of over 50% in size; many of its hits are not listed in these tables
Target sequence (Q6W5P4 whole entry, looked up): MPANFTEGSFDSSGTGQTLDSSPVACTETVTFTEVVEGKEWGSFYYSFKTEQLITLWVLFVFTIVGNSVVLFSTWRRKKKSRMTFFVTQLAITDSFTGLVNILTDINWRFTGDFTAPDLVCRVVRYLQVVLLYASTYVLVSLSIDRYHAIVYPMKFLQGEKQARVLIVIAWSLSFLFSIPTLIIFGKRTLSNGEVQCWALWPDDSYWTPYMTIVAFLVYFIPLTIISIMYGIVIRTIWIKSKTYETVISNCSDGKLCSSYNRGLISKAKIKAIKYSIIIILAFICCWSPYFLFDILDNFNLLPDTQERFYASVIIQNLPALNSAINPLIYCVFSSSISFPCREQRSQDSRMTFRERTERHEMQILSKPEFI
An asterisk follows results filed as active; & = joins results of further samples; [ ] = dose if it differs, or a comment. The call rests on the fitted dose curve; in most records, active means well fitted curve in the direction sought with a large enough effect; inconclusive means small, poorly fitted or top-dose-only effect, or another doubt; inactive means no such curve, though single readings can be large; an effect the other way counts as inactive or inconclusive. The list is partial; the hit share may differ from the screen's.

How did CCc1ccc(NC(=O)C(=O)NCCN2CCN(Cc3ccc([N+](=O)[O-])cc3)CC2)cc1 do in these assays?
HttQ103 aggreg: inconclusive; L3MBTL1 inh: -1%; IMPase Li inh: -2%; KinaseGlo FLuc: -3%; Epigenetic derep: -3.0%; CBFb-RUNX1 inh: 5%; NPSR antag: 13%

What do the screens show for `Cc1cccc(CNc2ncnc3ccc(-c4ccoc4)cc23)c1`?
L3MBTL1 inh: -8%&-4%; IMPase Li inh: 11%; KinaseGlo FLuc: -2%; Epigenetic derep: 0.3%

Results for CCCCN(CC)C(=O)c1n[nH]c(=O)c2ccccc12 ?
HttQ103 aggreg: 18%; IMPase Li inh: 20%[38.3 µM]; KinaseGlo FLuc: -2%; Epigenetic derep: -0.7%; CBFb-RUNX1 inh: -1%; NPSR antag: -2%[46.1 µM]

What do the screens show for `COC(=O)CCN(C(=O)c1ccc(N2CCCCC2)c([N+](=O)[O-])c1)c1ccccn1`?
HttQ103 aggreg: 6%[9.22 µM]; L3MBTL1 inh: -9%; IMPase Li inh: 7%; KinaseGlo FLuc: 0%; Epigenetic derep: -1.3%; CBFb-RUNX1 inh: -13%; NPSR antag: -18%

What do the screens show for `Cc1ccc(NC(=O)Cn2c(-c3ccc(F)cc3)cnc2SCC(=O)Nc2c(C)cccc2C)cc1`?
HttQ103 aggreg: 24%; L3MBTL1 inh: 2%; IMPase Li inh: 1%; KinaseGlo FLuc: -1%; Epigenetic derep: 4.7%; CBFb-RUNX1 inh: -6%; NPSR antag: -38%

Results for CC1(C)CC(=O)C(C=NCc2cccnc2)=C(O)C1 ?
HttQ103 aggreg: 17%; L3MBTL1 inh: 2%; IMPase Li inh: 9%[38.3 µM]; KinaseGlo FLuc: -2%; Epigenetic derep: -0.7%; CBFb-RUNX1 inh: -1%; NPSR antag: -1%[46.1 µM]

Results for CCOC(=O)C(C)/C(C)=N\Nc1ccc([N+](=O)[O-])cc1[N+](=O)[O-] (stereo unspecified) ?
HttQ103 aggreg: -28%; IMPase Li inh: 5%; KinaseGlo FLuc: 1%; Epigenetic derep: -4.6%; CBFb-RUNX1 inh: -28%; NPSR antag: 21%

What do the screens show for `COc1cc(CO)ccc1Oc1nc2ccccc2n2cnnc12`?
HttQ103 aggreg: 5%[9.22 µM]; L3MBTL1 inh: -10%; Epigenetic derep: 0.0%; CBFb-RUNX1 inh: 11%; NPSR antag: 25%

Results for CC(C)(C)NC(=O)C(c1ccccc1)N(Cc1cccs1)C(=O)c1csnn1 (stereo unspecified) ?
HttQ103 aggreg: 4%; L3MBTL1 inh: -8%; IMPase Li inh: 13%; KinaseGlo FLuc: -4%; Epigenetic derep: -1.2%; CBFb-RUNX1 inh: 5%; NPSR antag: -13%[46.1 µM]

How did O=C(c1nnsc1S(=O)(=O)c1ccc(Cl)cc1)N1CCOCC1 do in these assays?
HttQ103 aggreg: 13µM*; L3MBTL1 inh: -3%; IMPase Li inh: 9%; KinaseGlo FLuc: 1%; Epigenetic derep: inconclusive; CBFb-RUNX1 inh: 1%; NPSR antag: -37%

Results for Cc1cccc(NC(=O)CN2CCSc3ccccc32)c1 ?
HttQ103 aggreg: -19%; L3MBTL1 inh: -17%; IMPase Li inh: 15%; KinaseGlo FLuc: 0%; Epigenetic derep: 13%; CBFb-RUNX1 inh: -13%; NPSR antag: -27%

How did O=C(O)c1nccnc1C(=O)Nc1ccc(S(=O)(=O)N2CCOCC2)cc1 do in these assays?
HttQ103 aggreg: -20%[9.22 µM]; L3MBTL1 inh: -3%; Epigenetic derep: 1.1%; CBFb-RUNX1 inh: 4%; NPSR antag: -14%

Results for CC1CCN(c2nnc(NC(=O)Cn3c(=O)oc4ccccc43)s2)CC1 ?
HttQ103 aggreg: 5%; IMPase Li inh: -19%[38.3 µM]; KinaseGlo FLuc: -4%; Epigenetic derep: 3.7%; CBFb-RUNX1 inh: -4%; NPSR antag: -9%[46.1 µM]

How did CCCC(=O)NCCSC do in these assays?
HttQ103 aggreg: -8%; L3MBTL1 inh: -10%; IMPase Li inh: -18%[38.3 µM]; KinaseGlo FLuc: -2%; Epigenetic derep: 0.4%; CBFb-RUNX1 inh: -3%; NPSR antag: 10%[46.1 µM]

What do the screens show for `O=C(O)[C@H](Cc1ccccc1)NC(=O)N1CCC(Cc2ccccc2)CC1`?
HttQ103 aggreg: -4%[9.22 µM]; Epigenetic derep: -1.8%; CBFb-RUNX1 inh: 8%; NPSR antag: 5%

Entries listed so far with a halogen, in the order listed:
What do the screens show for `Cc1ccc(NC(=O)Cn2c(-c3ccc(F)cc3)cnc2SCC(=O)Nc2c(C)cccc2C)cc1`?
HttQ103 aggreg: 24%; L3MBTL1 inh: 2%; IMPase Li inh: 1%; KinaseGlo FLuc: -1%; Epigenetic derep: 4.7%; CBFb-RUNX1 inh: -6%; NPSR antag: -38%

How did O=C(c1nnsc1S(=O)(=O)c1ccc(Cl)cc1)N1CCOCC1 do in these assays?
HttQ103 aggreg: 13µM*; L3MBTL1 inh: -3%; IMPase Li inh: 9%; KinaseGlo FLuc: 1%; Epigenetic derep: inconclusive; CBFb-RUNX1 inh: 1%; NPSR antag: -37%

Continued.
What do the screens show for `Cn1c(NC(=O)c2cccnc2)nc2ccccc21`?
HttQ103 aggreg: -19%; L3MBTL1 inh: -1%; IMPase Li inh: -1%; KinaseGlo FLuc: inconclusive; Epigenetic derep: 11%; CBFb-RUNX1 inh: 9%; NPSR antag: -11%[46.1 µM]

How did COc1ccc(OC)c(C2C(C(=O)c3sc(C)nc3C)=C(O)C(=O)N2CCN2CCOCC2)c1 (stereo unspecified) do in these assays?
HttQ103 aggreg: 12%; L3MBTL1 inh: 1%; Epigenetic derep: -2.9%; CBFb-RUNX1 inh: 5%; NPSR antag: 6%[46.1 µM]

How did Cc1oc(-c2cccc3ccccc23)nc1CN1CCN(c2ncnc3ccccc23)CC1 do in these assays?
HttQ103 aggreg: 3%[9.22 µM]; L3MBTL1 inh: -13%; IMPase Li inh: 24%; KinaseGlo FLuc: 5%; Epigenetic derep: -6.3%; CBFb-RUNX1 inh: 0%; NPSR antag: -50%

Results for COc1cccc(C(=O)OCC(=O)NCCc2ccccc2)c1OC ?
HttQ103 aggreg: 30%; L3MBTL1 inh: 0%; IMPase Li inh: 3%; KinaseGlo FLuc: 0%; Epigenetic derep: 0.0%; CBFb-RUNX1 inh: -7%; NPSR antag: -12%

Results for O=C1c2ccccc2NC(c2ccc(-c3cccc([N+](=O)[O-])c3)o2)N1O (stereo unspecified) ?
HttQ103 aggreg: inconclusive; L3MBTL1 inh: -4%; IMPase Li inh: -7%; KinaseGlo FLuc: 1%; Epigenetic derep: 5.2%; CBFb-RUNX1 inh: -2%; NPSR antag: -4%

What do the screens show for `COc1cc(OC)cc(C(=O)NC(=S)Nc2ccc(NC(=O)c3ccco3)cc2)c1`?
HttQ103 aggreg: 1%; L3MBTL1 inh: 11%; IMPase Li inh: 1%; KinaseGlo FLuc: -3%; Epigenetic derep: 1.0%; CBFb-RUNX1 inh: 5%; NPSR antag: 12%

Results for CN(C)S(=O)(=O)c1cccc(-c2nnc(-c3ccccc3)o2)c1 ?
HttQ103 aggreg: 5%; IMPase Li inh: 10%[38.3 µM]; KinaseGlo FLuc: -2%; Epigenetic derep: -0.2%; CBFb-RUNX1 inh: 0%; NPSR antag: -28%[46.1 µM]

What do the screens show for `Cc1ccc(S(=O)(=O)Nc2c(C)[nH]c(=O)[nH]c2=O)cc1C`?
HttQ103 aggreg: -2%; L3MBTL1 inh: 11%; IMPase Li inh: 0%; KinaseGlo FLuc: 2%; Epigenetic derep: 1.1%; CBFb-RUNX1 inh: 2%; NPSR antag: 10%

What do the screens show for `COc1cc(-c2nc(-c3cccc(C(F)(F)F)c3)no2)cc(OC)c1OC`?
HttQ103 aggreg: -6%; L3MBTL1 inh: 10%; IMPase Li inh: 29%[38.3 µM]; KinaseGlo FLuc: 0%; Epigenetic derep: -1.1%; CBFb-RUNX1 inh: 10%; NPSR antag: 9%[46.1 µM]

How did Cc1ccc2oc(-c3ccc(C)c(NC(=O)Cc4cccs4)c3)nc2c1 do in these assays?
HttQ103 aggreg: 5%; L3MBTL1 inh: -8%; IMPase Li inh: 13µM*; KinaseGlo FLuc: -4%; Epigenetic derep: -2.3%; CBFb-RUNX1 inh: 7%; NPSR antag: -8%[46.1 µM]

Results for CCOC(=O)C(Cc1c[nH]c2ccccc12)NC(=O)CNC(C)=O (stereo unspecified) ?
HttQ103 aggreg: 6%; L3MBTL1 inh: -6%; IMPase Li inh: -17%[38.3 µM]; KinaseGlo FLuc: 1%; Epigenetic derep: 2.3%; CBFb-RUNX1 inh: 2%; NPSR antag: -2%[46.1 µM]

Results for Cn1c(=O)c2c(nc(N3CCC(C(N)=O)CC3)n2CCSc2nc3ccccc3s2)n(C)c1=O ?
HttQ103 aggreg: -12%; L3MBTL1 inh: 4%; IMPase Li inh: 5%[38.3 µM]; KinaseGlo FLuc: -2%; Epigenetic derep: -1.1%; CBFb-RUNX1 inh: 3%; NPSR antag: 6%[46.1 µM]

Results for O=C(Cc1cccs1)Nc1cccc(C(=O)Nc2ccco2)c1 ?
HttQ103 aggreg: 11%; L3MBTL1 inh: 12%; IMPase Li inh: 9%[38.3 µM]; KinaseGlo FLuc: 2%; Epigenetic derep: 1.7%; CBFb-RUNX1 inh: 4%; NPSR antag: -5%[46.1 µM]

What do the screens show for `CCOC(=O)C1CCN(C(=O)Nc2ccc(OC)c(OC)c2)CC1`?
HttQ103 aggreg: 0%; L3MBTL1 inh: inconclusive; IMPase Li inh: 10%; KinaseGlo FLuc: 0%; Epigenetic derep: -2.2%; CBFb-RUNX1 inh: 8%; NPSR antag: 13%[46.1 µM]

How did O=P(COCCOCP(=O)(c1ccccc1)c1ccccc1)(c1ccccc1)c1ccccc1 do in these assays?
HttQ103 aggreg: 6%[9.22 µM]; IMPase Li inh: -1%[38.3 µM]; KinaseGlo FLuc: 3%; Epigenetic derep: -3.0%; CBFb-RUNX1 inh: -2%; NPSR antag: -14%[46.1 µM]

How did Nc1nnc(-c2ccco2)s1 do in these assays?
HttQ103 aggreg: -6%; IMPase Li inh: 28%[38.3 µM]; KinaseGlo FLuc: -3%; Epigenetic derep: 2.9%; CBFb-RUNX1 inh: 19%; NPSR antag: 1%[46.1 µM]

Results for Cc1ccccc1NC(=O)C1CCN(c2cnccn2)CC1 ?
HttQ103 aggreg: -29%; L3MBTL1 inh: inconclusive; IMPase Li inh: -3%; KinaseGlo FLuc: -1%; Epigenetic derep: -1.0%; CBFb-RUNX1 inh: 1%; NPSR antag: 11%[46.1 µM]
